bCat nuc transl – modulators of beta-catenin nuclear translocation, primary screen, imaging, HeLa cells, immunofluorescence, high-content; 190,000 compounds, 0.3% hits; nuclear translocation activity, % at 5 µM;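 active = nuclear translocation activity above 50% at 5 µM, with a well cell count of 50 or more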;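 note: per-cell ratio of nuclear to cytoplasmic median beta-catenin stain intensity; plate controls were DMSO negative control for no effect and GSK-3 inhibitor IX positive control for full effect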
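System: HeLa cells, endogenous beta-catenin; compound dosing: 5 µM primary single dose, 0.1% DMSO, 0.02–20 µM confirmation series; incubation: 24 h compound exposure at 37°C, 5% CO2; signal: beta-catenin immunofluorescence imaging with DAPI; evaluation: % activation, nuclear-to-cytoplasmic median beta-catenin signal ratio per cell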
P. falciparum M1AAP – P. falciparum M1AAP inhibitors, biochemical, fluorogenic H-Leu-NHMec substrate, 1536-well (AID 1445) | recombinant M1AAP, H-Leu-NHMec fluorogenic kinetic assay; higher % means a stronger effect | inhibition, % at 30 µM, or IC50 in µM where a hit was titrated | 220,000 compounds, 0.42% hits;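 active = primary inhibition above the hit cutoff, then over 50% inhibition at one or more dose response concentrations, cut at about 23% in these data, passing the limit was not always enough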;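 note: plate controls were DMSO full reaction for no effect and no enzyme background for full effect; strong numbers were not always called active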
M17LAP inhibition – P. falciparum M17LAP inhibitors, primary screen, biochemical, fluorogenic H-Leu-NHMec substrate, 1536-well (AID 1619). Leucine aminopeptidase (Plasmodium falciparum (isolate 3D7)). recombinant M17LAP, H-Leu-NHMec fluorogenic kinetic assay; higher % means a stronger effect. inhibition, % at 30 µM; hits with a dose series show IC50 in µM. 220,000 compounds, 0.38% hits;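 active = compound inhibiting the enzyme by more than half at any dose during confirmatory dose-response retesting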;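 note: plate controls were full reaction with DMSO carrier for no effect and no enzyme background for full effect; strong numbers were not always called active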
Dynein cargo inh – inhibitors of GR-EGFP nuclear translocation, primary screen, dynein cargo transport inhibitor project, imaging, high-content, 3617.4 mouse cells | test concentration mostly 20 µM; stimulated with dexamethasone, 1 µM; stronger effect = lower value | 220,000 compounds, 0.47% hits | z-score, hits read low | AID 1381, 2008;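 active = plate z-score of nuclear minus cytoplasmic receptor signal below a set negative limit, without overly bright fluorescence or cell loss, cut at about -3.5 in these data, passing the limit was not always enough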;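 note: z-score of nuclear minus cytoplasmic ring GR-EGFP intensity difference per well; some compounds called inactive have numbers as strong as hits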
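medium = tetracycline-free induction medium containing charcoal-stripped FBS | probe or stimulus = dexamethasone, 1.0 µM final | timing = 48 h induction, then 1 h compound, then 30 min agonist, 37 °C | detection = automated 10x imaging of fixed Hoechst-stained cells | read-out basis = nuclear versus cytoplasmic GR-EGFP signal, averaged per well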
Ins promoter up – insulin promoter activators in MIN6 cells, imaging, high-content screening, mouse beta cells; MIN6 insulin promoter-GFP reporter; stronger effect = higher value; 190,000 compounds, 0.3% hits; z-score at 5 µM;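 active = z-score above 3 at 5 µM with at least 500 cells counted in the well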
ER stress rescue – rescue of cells from ER stress-induced death, primary screen, 384-well, CSM14.1, thapsigargin, ATP luminescence (AID 1222); 190,000 tested, under 10 active; CSM14.1 thapsigargin-induced death rescue, ATP luminescence; higher % means a stronger effect; one-dose cellular ATP content (survival), % at 20 µM; EC50 in µM for titrated hits;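 active = EC50 below 50 µM in the dose-response confirmation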;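 note: death triggered by thapsigargin at about 15 µM added after 2 h compound pretreatment; cell ATP read after overnight thapsigargin exposure of roughly 18 to 22 hours; normalized against plate controls of thapsigargin alone and 5% DMSO vehicle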
K1F lysis inhibition – inhibition of K1F phage lysis, E. coli UTI89, bacterial capsule biogenesis inhibitors, alamar blue (AID 488966) | inhibition, % at 100 µM; hits with a dose series show IC50 in µM | 340,000 compounds, 0.02% hits | E. coli UTI89 K1F phage lysis, alamar blue, 2 h; higher % means a stronger effect;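 active = phage lysis inhibition, versus mean bacterial control, above a set limit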;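 note: capsule biogenesis inhibitors block K1F phage lysis so surviving cells raise fluorescence; higher fluorescence means more inhibition of phage lysis; actives were called in the ten point dose series up to 300 µM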
Autophagy HCS – autophagy modulators in MEF cells, primary screen, imaging, high-content, MEF GFP-LC3 | MEF GFP-LC3 puncta imaging; test concentration mostly 10 µM | calls only at 10 µM (by protocol) | 190,000 compounds, 0.98% hits | AID 463193, 2010;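 active = percentage of spot-positive cells more than 3 SD above its plate mean, without a fluorescence outlier flag or 80% toxicity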;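 note: spot-positive cell cutoff set from DMSO-treated cells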
MT stabilize HCS – microtubule stabilizers in HeLa cells, primary screen, imaging, high-content imaging. HeLa tubulin immunostaining HCS, 24 h; share of cells brighter than vehicle mean+2SD. % tubulin-high responders, % at 10 µM. 200,000 compounds, 0.83% hits;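 active = plate Z-score above 3 for both tubulin-high and condensed-nucleus cell shares, with cell loss under 80%, at 10 µM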;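 note: anti alpha tubulin signal scored within the nucleus-defined area of each cell; some results filed as inactive read as strong as hits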
Dynein cargo inh cytoplasmic EGFP – second read-out of Dynein cargo inh, no call of its own (marks repeat the call); z-score; measured here: cytoplasmic GR-EGFP intensity; stronger effect = higher value
Dynein cargo inh nuclear GR-EGFP – also measured in Dynein cargo inh; calls as there; z-score; measured here: nuclear GR-EGFP intensity;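 lower value marks the stronger effect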
Dynein cargo inh cell count – recorded beside Dynein cargo inh, whose call it bears; z-score; measured here: cell count per field
Ins promoter up cell count – further read-out of Ins promoter up, marked with its call; cell count; measured here: cytotoxicity, nuclei count;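 total cells summed across four imaged fields per well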
bCat nuc transl cell count 5 µM – also measured in bCat nuc transl; calls as there; cell count; measured here: cell count, cytotoxicity flag
MT stabilize HCS Hoechst-high % – recorded beside MT stabilize HCS, whose call it bears; % Hoechst-high responders; measured here: nuclear condensation Hoechst responders;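 share of cells brighter than vehicle mean plus two SD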
MT stabilize HCS cytotoxicity % – recorded beside MT stabilize HCS, whose call it bears; toxicity, %; measured here: cytotoxicity by cell density;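 0% = mean cell density of plate MIN control wells and 100% = no cells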
Autophagy HCS cell loss 18 h – also measured in Autophagy HCS; calls as there; toxicity, %; measured here: cell loss, nuclei count;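 cell loss after 18 h compound exposure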
* = called active by the depositor; i = inactive; . = no result given; & = joins results of further samples; [ ] = remark or other dose.

The line under a structure holds: bCat nuc transl	bCat nuc transl cell count 5 µM	P. falciparum M1AAP	M17LAP inhibition	Dynein cargo inh	Dynein cargo inh cytoplasmic EGFP	Dynein cargo inh nuclear GR-EGFP	Dynein cargo inh cell count	Ins promoter up	Ins promoter up cell count	ER stress rescue	K1F lysis inhibition	Autophagy HCS	Autophagy HCS cell loss 18 h	MT stabilize HCS	MT stabilize HCS Hoechst-high %	MT stabilize HCS cytotoxicity %
> O=C(COc1ccc2ccccc2c1Br)NC(=S)Nc1cccc(CO)c1
    .	.	-4%	-1%	-0.42	-0.31	-0.28	0.11	0.26	1424	6.6%	3.0%	i	4	4.8	3.0	6.8
> CC1(C)Cc2c(C#N)c(NCCCO)nc(-c3ccccc3)c2CO1
    .	.	7%	-21%	0.012	0.16	0.3	-0.82	0.43	940	0.4%	0.3%	i	3	3.0	3.2	6.8
> CCNC(=O)OCC12CC3CC(CC(C3)C1)C2
    -0.7	1026	4%	6%	-1.2	-0.24	-0.86	1.1	-0.49	1318	-0.6%	2.3%[50 µM]	i	-4	1.3	4.2	7.5
> CS(=O)(=O)N(Cc1ccccc1)c1ccc(C(=O)Nc2cccnc2)cc1
    -2.8	1172	1%	4%	-0.69	-0.2	-0.027	-0.68	0.34	1201	0.7%	0.6%[50 µM]	i	-10	4.2	2.5	6.8
> O=C(COC(=O)/C=C/c1ccc(F)cc1)Nc1ccc(Cl)cn1
    -0.3	1129	4%	1%	-0.41	-0.34	0.056	0.9	-0.5	1257	-1.1%	0.1%	i	-3	3.2	1.4	7.1
> Cc1cc(C(F)F)n2nc(C(=O)Nc3cc(C)on3)nc2n1
    1.1	1197	3%	2%	-0.055	-0.096	0.56	2.3	-0.66	1046	1.4%	0.3%[50 µM]	i	2	2.2	0.2	26
> Cc1c(NC(=O)CN2CC(C)OC(C)C2)c(=O)n(-c2ccccc2)n1C (stereo unspecified)
    -2.5	1152	-6%	3%	1.6	-0.13	1.2	-1.9	0.89	1140	-1.1%	1.3%&1.0%	i	-3	4.3	1.9	2.0
> O=C(NCc1ccco1)c1ccc2c(c1)C(=O)N(C1CCCCC1)C2=O
    -0.4	1402	-11%	-11%	0.68	-0.39	0.43	0.009	-0.94	1510	-0.3%	0.1%	i	0	3.8	2.2	8.5
> C1CCCCCC(NCCN2CCNCC2)CCCCC1
    11	1128	6%	11%	0.48	-0.21	0.93	0.42	-2.4	552	.	5.5%	.	.	.	.	.
> CC1=CN2C(=N)/C(=C/c3ccc(C)o3)C(=O)N=C2S1
    -0.8	1079	21%	-1%	0.96	-0.27	0.21	0.23	-0.53	1453	-4.4%	14%	i	0	3.0	3.3	6.5
> COc1ccc(CNC(=O)COC(=O)c2c(-c3c(F)cccc3Cl)noc2C)cc1OC
    -1.2	1463	-3%	-18%	-0.43	-0.27	-0.022	1.1	-0.28	1185	-0.2%	-0.3%	i	7	2.3	1.8	11
> CCN1C(=O)CC(N2CCN(c3ccc(OC)cc3)CC2)C1=O (stereo unspecified)
    -8.7	825	11%	-1%	-0.61	-0.47	-0.028	0.84	0.24	857	-2.1%	0.1%	i	-3	3.0	2.3	0.8
> CC1(C)Cn2c(nc(=O)c3c2NCN(CCc2ccccc2)C3)S1
    3.2	1112	-3%	-2%	2.6	-0.16	2	-1.8	0.01	1204	1.2%	0.2%	i	21	2.5	1.3	4.3
> Fc1ccc(C(c2nnnn2C2CCCC2)N(Cc2ccco2)CC2CCCO2)cc1 (stereo unspecified)
    3.9	1018	-2%	-23%	-1	0.34	-0.25	0.54	0.23	878	-0.4%	-0.5%	i	-8	1.6	1.6	8.4
> CCn1c(=NC(=O)C2COc3ccccc3O2)sc2c(C)ccc(OC)c21 (stereo unspecified)
    -0.5	1259	4%	4%	-0.5	-0.28	0.16	1.5	-0.06	988	.	0.9%[50 µM]	.	.	.	.	.
> COC(=O)c1ccccc1NC(=O)COC(=O)C1CCCCC1
    1.8	1331	-1%	13%	-0.11	-0.8	-0.38	0.31	-0.15	963	.	0.2%	.	.	.	.	.
> COc1ccc(N(CC(=O)NCCC2=CCCCC2)S(C)(=O)=O)cc1OC
    -0.2	1244	3%	1%	-1	-0.045	-0.39	0.91	-0.71	796	-3.9%	6.9%	i	10	2.0	2.2	5.7
> CCc1cc2cc(C(=O)N3CCN(c4ccccc4)CC3)sc2s1
    13	1024	2%	5%	-0.45	-0.15	-0.31	0.51	.	.	-1.4%	1.1%	i	-8	1.1	0.9	6.6
> O=[N+]([O-])c1cc2c(c(CSc3nnc4ccccn34)c1)OCOC2
    -0.9	822	12%	17%	0.22	-0.28	-0.22	-0.062	-0.08	1393	-1.2%	1.1%	i	4	4.1	2.4	8.0
> CCC(C)(C(=O)NC1CCCCC1)N(Cc1ccco1)C(=O)CC1NC(=O)NC1=O (stereo unspecified)
    -1.0	1159	7%	9%	1.1	-0.16	0.74	-0.11	0.06	1111	0.3%	0.1%	i	-9	2.3	1.3	2.0
> CCC1Oc2ccc(C)cc2N(CC(=O)NCc2ccco2)C1=O (stereo unspecified)
    0.7	1019	7%	-1%	-0.26	-0.26	0.14	0.12	-0.69	1446	0.5%	0.8%	i	-13	1.1	1.2	11
> NC(=O)COC(=O)c1ccc(S(=O)(=O)N2CCCCCC2)cc1
    0.5	1019	5%	-4%	-1.8	-0.25	-0.4	1.3	1.3	1108	.	0.2%	i	-3	2.9	1.4	4.3
> CC1CCN(C(=S)c2ccccc2O)CC1
    .	.	2%	6%	-0.64	-0.18	-0.41	-0.037	2.8	1272	-4.1%	0.2%	i	6	1.8	0.8	2.8
> Cc1nc2nc(-c3ccc(Cl)cc3)[nH]n2c(=O)c1Cc1ccccc1
    -2.5	1081	-1%	9%	-0.37	-0.18	-0.32	0.27	-0.04	1808	0.6%	0.9%	i	-1	3.3	1.9	3.2
> CC1(c2ccc3noc(-c4ccc(F)cc4)c3c2)OCCO1
    .	.	12%	5%	-0.88	-0.038	-0.16	0.21	1.5	877	0.6%	0.0%	i	-4	1.4	1.9	5.1
> Cc1ccc(NC(=S)N2CCn3cccc3C2c2cccnc2)cc1 (stereo unspecified)
    -3.3	1138	2%	1%	-0.88	-0.23	-0.65	0.26	0.45	1422	2.0%	-1.5%	i	16	4.8	2.0	3.9
> COc1ccc(/C=N/Nc2nc(N3CCCCC3)nc(N3CCCCC3)n2)cc1[N+](=O)[O-]
    -1.3	561	4%	-3%	-0.82	-0.3	-0.86	0.68	-0.45	1241	-2.9%	-0.5%	i	2	2.5	6.0	7.7
> COc1ccc(Cn2nnnc2C(c2ccccc2Cl)N2CCN(C3CCCC3)CC2)cc1 (stereo unspecified)
    -2.2	1191	3%	-6%	-1.1	-0.089	-0.35	1.4	-0.65	1185	0.4%	0.4%	i	8	5.3	3.6	5.4
> COc1cccc(-c2nc(CS(=O)(=O)CC(=O)NCc3ccccc3OC)c(C)o2)c1
    -10	1124	3%	10%	0.34	-0.06	0.57	-0.89	0.35	1227	-0.9%	0.7%	.	.	2.0	2.8	8.6
> CCC(=O)N1CCN=C1SCc1ccccc1Cl
    -6.5	1152	-2%	-4%	0.089	-0.0079	0.34	-1	0.17	1148	0.3%	-2.5%	i	-2	5.6	2.3	1.6
> CCOC(=O)N1CCN(C2OC(=O)c3ccccc32)CC1 (stereo unspecified)
    -3.0	1117	1%	9%	-0.42	-0.24	-0.14	-0.37	-0.21	1842	-1.4%	2.3%	i	6	3.1	2.1	2.7
> CN(C)C(=O)N1CCN(C(=O)c2ccco2)CC1
    -2.0	1153	4%	4%	0.15	0.0063	0.46	-1.2	0.67	1940	.	4.9%	.	.	9.4	1.5	6.8
> Cc1ccc(-c2cc3nc(-c4ccccc4)cc(N4CCC5(CC4)OCCO5)n3n2)cc1
    1.1	1231	3%	13%	0.66	-0.19	0.27	-1.3	-0.95	749	-1.4%	-0.1%	i	-9	3.0	1.2	6.3
> N#CC12CCCCC1CC1CCCCC1(C#N)N2CCO (stereo unspecified)
    -2.4	947	14%	7%	-0.45	-0.19	-0.32	0.29	0.47	1023	-0.5%	0.5%	i	-1	1.6	1.4	5.4
> COCCNC(=O)c1ccccc1NC(=O)c1ccccc1N(C)S(=O)(=O)c1ccc(C)cc1
    2.8	1158	1%	-4%	-0.43	-0.18	0.14	1.3	-0.42	1088	4.6%	0.0%	i	43	1.2	0.6	9.2
> CCn1c2ccccc2c2cc(NC(=O)CC(C)=O)ccc21
    44	150	7%	-12%	0.3	-0.18	-0.019	-0.58	-0.02	968	1.6%	-0.8%[50 µM]	i	-9	3.9	2.1	3.7

Bioassay records from PubChem.
